# Screening data deposited in PubChem by The Scripps Research Institute Molecular Screening Center.
# TbREL1 inh: TbREL1 inhibition, primary screen; TbREL1 RNA ligation, FRET fluorescence; inhibition, % at 9.66 µM; 89,000 compounds, 0.49% hits; AID 1117264;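 active = inhibition above the mean inhibition across all screened compounds plus 3 SD, cut at about 11% in these data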;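 also: 0% = plate median of test wells and 100% = NSC42067 control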
# Target sequence (P86926 whole entry, looked up): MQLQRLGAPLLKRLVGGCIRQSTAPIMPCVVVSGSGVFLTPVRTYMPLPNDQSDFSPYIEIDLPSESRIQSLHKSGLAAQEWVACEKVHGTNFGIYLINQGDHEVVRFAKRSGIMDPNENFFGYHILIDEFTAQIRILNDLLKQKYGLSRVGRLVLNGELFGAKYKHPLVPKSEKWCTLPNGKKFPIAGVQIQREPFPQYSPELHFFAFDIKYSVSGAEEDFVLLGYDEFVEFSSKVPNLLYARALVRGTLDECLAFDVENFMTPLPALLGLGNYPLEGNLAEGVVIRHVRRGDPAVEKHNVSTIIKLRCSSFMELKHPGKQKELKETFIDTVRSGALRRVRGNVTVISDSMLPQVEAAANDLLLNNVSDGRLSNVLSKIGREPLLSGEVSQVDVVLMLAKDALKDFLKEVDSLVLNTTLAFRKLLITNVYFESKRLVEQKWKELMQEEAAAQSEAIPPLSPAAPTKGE
# * marks the source's active call; other numbers are inactive results. This is a subset; rates above refer to the full screens.
SMILES,TbREL1 inh
COc1ccc(-c2nnc(COc3ccc4ccccc4c3)o2)cc1OC,0
CCOc1ccc(C2CC(=O)NC3=C2C(=O)CCC3)cc1 (stereo not drawn),2
CCn1cc(C(=O)O)c(=O)c2cc(F)c(N3CCN(C(=S)NC(=O)c4ccccc4F)CC3)cc21,0
CC1=C2NC(N)=[N+](Cc3ccc4c(c3)OCO4)CC2NOC1 (stereo not drawn),5
COc1ccc(-n2c(SCC(=O)Nc3nccs3)nc3sc4c(c3c2=O)CCN(C)C4)cc1,6
COC(=O)C1=C(CS(=O)(=O)c2ccc(OC)c(OC)c2)NC(=O)NC1c1ccc(O)c(OC)c1 (stereo not drawn),-1
COc1ccc(S(=O)(=O)N2CCCCC2)cc1NC(=O)Cc1cccs1,-3
CCC1=C(C)CN(C(=O)NCCc2ccc(S(=O)(=O)NC(=O)NC3CCC(C)CC3)cc2)C1=O (stereo not drawn),4
COc1ccc(NC(=O)N2CCN(C(=O)Nc3ccc(OC)cc3)CC2)cc1,-1
CCCN(CCC)c1nc(Cl)nc(NCc2ccco2)n1,1
COc1ccccc1C(CNC(=O)C(CCSC)NC(=O)c1ccccc1Cl)N1CCCC1 (stereo not drawn),-1
Oc1ccc2ccccc2c1C=Nn1c(-c2n[nH]c3c2CCC3)n[nH]c1=S,-2
CCOC(=O)NC(=O)CSc1ccc2ccccc2n1,6
COc1ccc(CCNC(=O)C2CCCN(C(=O)c3ccc(Cl)cc3)C2)cc1 (stereo not drawn),0
COc1ccc(C(CNC(=O)c2cccc(S(=O)(=O)Nc3ccc(F)cc3)c2)N2CCOCC2)cc1 (stereo not drawn),5
CCNC(=O)COC(=O)c1cc(S(=O)(=O)N2CCCc3ccccc32)ccc1Cl,9
O=C(CSc1nc(O)c(C2CCCCC2)c(=O)[nH]1)Nc1ccc(F)cc1,-3
Cc1cccnc1NC(=O)c1ccc2c(c1)NC(=O)C(C)S2 (stereo not drawn),0
Cc1cc(CC(C)C)n(-c2nc3ccccc3c(=O)n2OCc2ccccc2)n1,6
COc1ccc(OC)c(C2C(C(C)=O)=C(C)Nc3ncnn32)c1 (stereo not drawn),1
COc1ccc(C)cc1S(=O)(=O)N1CCC(C(=O)N2CCOCC2)CC1,-4
CC1CC(C)CN(CCCNC(=O)Cc2c(C(=O)O)[nH]c3ccccc23)C1 (stereo not drawn),0
CC(C)(C)c1ccc(C(=O)NCCCNC(=O)c2cccnc2)cc1,-4
Nc1ccc(C#Cc2ccc3sc4ccccc4c(=O)c3c2)cc1,1
CCOc1cc2[nH]c(=O)n(CC3CCC(C(=O)NCCC(C)C)CC3)c(=O)c2cc1OCC (stereo not drawn),-1

# Brought forward from above: three compounds; new compounds follow.
SMILES,TbREL1 inh
CC(C)(C)c1ccc(C(=O)NCCCNC(=O)c2cccnc2)cc1,-4
Nc1ccc(C#Cc2ccc3sc4ccccc4c(=O)c3c2)cc1,1
CCOc1cc2[nH]c(=O)n(CC3CCC(C(=O)NCCC(C)C)CC3)c(=O)c2cc1OCC (stereo not drawn),-1
COc1cc2cnc(-c3ccccc3F)cc2cc1OC,5
CN(C(=O)c1cccc(NC(=O)Cc2ccc(NC(=O)C3CCN(C(=O)C4CCCC4)CC3)cc2)c1)C1CCC1,-3
CCOC(=O)C[C@H]1c2ccccc2S(=O)(=O)N1c1ccccc1,-1
CCc1ccc(NC(=O)C(C)OC(=O)/C=C/c2cccc([N+](=O)[O-])c2)cc1 (stereo not drawn),0
CC(O/N=C\c1ccccc1O)C(=O)Nc1ccccc1C(=O)N1CCOCC1 (stereo not drawn),-1
c1cc2c3c(cccc3c1)C(N1CCOCC1)=N2,0
CC(C)c1nc(CNC(=O)C2CCC(=O)N(Cc3ccc(Cl)cc3)C2)no1 (stereo not drawn),1
CCOC(=O)c1ccc(NS(=O)(=O)c2cnc[nH]2)cc1,6
CCCc1cc(NCCCn2ccnc2)n2nc(C)c(-c3ccccc3)c2n1,1
CCOc1ccccc1Nc1ccc(C(=O)O)cc1[N+](=O)[O-],1
CC(C)C(=O)N1CCCC1(C)C(=O)N(C)Cc1cccc2ccccc12 (stereo not drawn),-1
O=C(CC1CCCC1)N[C@H](C(=O)N1CCC[C@H]1C(=O)NC1CCCC1)C1CCCCC1,0
CCCN1C(=O)c2cc(C(=O)Nc3ccccc3OC)ccc2C1Nc1ccccc1OC (stereo not drawn),-3
Cc1cccc(C)c1Nc1c(-c2ccsc2)nc2ncccn12,-4
CCC(=O)NCCSc1c[nH]c2ccccc12,-2
COc1ccc(S(=O)(=O)Nc2c(C)cc(C)cc2C)c2cccnc12,-1
O=C1CCC(=O)N1CC(=O)N1c2ccccc2Sc2ccccc21,6
O=C(Nc1ccccc1-c1ccccc1)C1CCCN(c2ncccn2)C1 (stereo not drawn),-4
Cc1cc(C)cc(Oc2nc(C(F)(F)F)nc3ccccc23)c1,3
COc1ccc2nc(C)cc(SCC(=O)NNC(=O)COc3ccccc3)c2c1,-2
COc1ccc2cc(C(=O)/C=C/c3cc(OC)c(O)c(OC)c3)ccc2c1,-1
Cn1nnnc1Sc1ncnc2scc(-c3ccc(Br)cc3)c12,-2
c1ccc2[nH]c(-c3nc4ccccc4[nH]3)nc2c1,2
CCCCn1c(N)c(N(CC(C)C)C(=O)c2cccc(S(=O)(=O)N3CC(C)OC(C)C3)c2)c(=O)[nH]c1=O (stereo not drawn),-3
Cc1ccc(Nc2nnc(C)c(=O)[nH]2)cc1,0
# Next part.
SMILES,TbREL1 inh
O=C(CN1C(=O)C2C3C=CC(C3)C2C1=O)Nc1cccc2c1CCCC2 (stereo not drawn),-2
Cc1ccccc1CNS(=O)(=O)c1ccc2c(c1)C(C)(C)C(=O)N2C,7
COc1ccccc1NC(=O)CSc1nnc(Cc2cccn2C)n1CCc1ccccc1,-6
COc1cccc(NC(=O)CSCC(=O)Nc2ccccc2)c1,-1
O=C(O)CCCC(=O)OCCc1cc2ccccc2c(=O)o1,0
C[C@H]1C=CC(=O)O[C@H]1c1ccccc1,1
CCOc1ccc(NC(=O)CN(C)c2ccc(S(=O)(=O)N(C(C)C)C(C)C)cn2)cc1OCC,-3
COC(=O)C1CCN(S(=O)(=O)CCNC(=O)c2cccc(OC)c2)CC1,1
O=C(O)/C=C\c1ccccc1Oc1cccc(Cl)c1,-3
O=C(NCc1ccccc1Cl)c1cnc2ccccc2n1,4
CCOC(=O)C1=CCN(S(=O)(=O)c2ccc(C)cc2)C1c1ccc(C)cc1 (stereo not drawn),2
O=C1c2ccncc2C(=O)N1Cc1cccc(Cl)c1,1
O=C(Nc1ccc(C(=O)N2CCCCC2)cc1)c1cccs1,-1
Clc1cccc(CSc2ncnc3sc4c(c23)CCCC4)c1,3
Cc1cccc2cc(COC(=O)C(C)(C)C)c(=O)[nH]c12,8
CC(C)(C)NC(=O)C(c1ccc(F)cc1)N(Cc1cccs1)C(=O)c1ccc(CN2CCOCC2)o1 (stereo not drawn),0
CC(OC(=O)C1=COCCO1)C(=O)c1ccc(Br)cc1 (stereo not drawn),5
Cc1cc(C)cc(Oc2ccc(S(=O)(=O)N3CCN(C)CC3)cn2)c1,-1
COc1ccc(N2CCN(C(=O)CN(C)S(=O)(=O)c3cccs3)CC2)cc1,-7
CCn1c(NC(=O)C(C)C)c(-c2cccs2)c(=O)c2ccccc21,2
COC(=O)c1sc2cc(C(F)(F)F)cnc2c1-c1cccnc1,-1
O=C(O)CC(SCC(=O)Nc1ccccc1)C(=O)O (stereo not drawn),0
COc1ccc(S(=O)(=O)N2CCCCC2)cc1NC(=O)C1CC1C (stereo not drawn),2
C=CCn1c(Oc2cccc(C)c2)nc2c1c(=O)n(C)c(=O)n2C,-1
Cc1ccc(Nc2nc3nonc3nc2N(C)C)cc1,1

# Part of the list above in another layout.
molecule: COc1ccccc1C(CNC(=O)C(CCSC)NC(=O)c1ccccc1Cl)N1CCCC1 (stereo not drawn)
  TbREL1 inh: -1
molecule: Oc1ccc2ccccc2c1C=Nn1c(-c2n[nH]c3c2CCC3)n[nH]c1=S
  TbREL1 inh: -2
molecule: CCOC(=O)NC(=O)CSc1ccc2ccccc2n1
  TbREL1 inh: 6

# Other records:
SMILES,TbREL1 inh
CCCC(=O)Nc1ccc(NC(=O)C23CC4CC(CC(C4)C2)C3)cn1,1
NC(=O)C1CCN(CCCNC2CC(=O)N(Cc3ccc(N4CCCC4=O)cc3)C2=O)CC1 (stereo not drawn),0
COc1ccc(-c2ccc([C@H]3[C@@H]4C=CCC[C@@]4(C)C(=O)N3Cc3ccccc3)c(F)c2)cc1,0
O=C(O)c1ccc(CSc2nnc(-c3ccc(Cl)cc3)o2)cc1,-1
CC(=O)Cn1c(C(F)(F)F)nc2ccccc21,-1
CCn1c(COc2ccccc2)nnc1SCC(=O)NCc1ccco1,0
CC(C)(C)OC(=O)[C@H](Cc1ccccc1)NC(=O)c1nc[nH]c1C(=O)N1CCc2ccccc2C1,0
O=C(Cn1cc([N+](=O)[O-])cn1)NC1CCCCCC1,1
Nc1c(Cl)cnc(C(Cl)(Cl)Cl)c1Cl,4
Cc1cc(=O)[nH]c2cc(Cl)ccc12,1
CC(C)C[C@H]1COc2cc(N3CCN(Cc4ccccc4F)CC3)ccc2S(=O)(=O)N1,3
CCOc1ccc(-c2cc(C(=O)NN)[nH]n2)cc1,2
CCOc1ccc(C(=O)CCC(=O)NN2C(=O)NC3(CCCCC3)C2=O)cc1,0
CCCCNc1nc(=S)[nH]c2cc(OC)c(OC)cc12,5
COc1ccc(NC(=O)c2ccc(CN3CCN(c4ccccc4)CC3)cc2)cc1,-4
COc1cccc(CNC(=O)C(=O)NCCC2CCCCN2S(=O)(=O)c2ccccc2)c1 (stereo not drawn),0
O=C1CC(c2ccccc2)CC(O)=C1C=Nc1ccc(O)cc1 (stereo not drawn),0
Cc1ccc(S(=O)(=O)CCC(=O)OC(C)C(=O)N2CCc3ccccc32)cc1 (stereo not drawn),3
COC(=O)C(C(=O)OC)c1ccc(NC(=O)c2cccc(Cl)c2)cc1,-1
Cc1cc(C)c(C#N)c(Sc2ccc(N)cc2)n1,-2
O=C(c1ccc(S(=O)(=O)c2ccccc2Cl)c([N+](=O)[O-])c1)N1CCN(Cc2ccccc2)CC1,-1
CC(C)C(NS(=O)(=O)c1ccc2c(c1)oc(=O)n2C)C(=O)N1CCN(Cc2ccccc2)CC1 (stereo not drawn),2
COc1ccc(-c2cc(C(=O)N=Nc3c(O)[nH]c4ccccc34)[nH]n2)cc1,5
COC(=O)[C@@]12CCCCC3=C1N(CCC3)C(=O)[C@H]2CC(=O)NCc1cccc2ccccc12,-3
O=C(Nc1cccc(Cl)c1)Nc1cccc(C(=O)O)c1,3

# Look-ups from the entries so far:
# TbREL1 inh with O=C(O)c1ccc(CSc2nnc(-c3ccc(Cl)cc3)o2)cc1 stands at -1
# TbREL1 inh with CC(=O)Cn1c(C(F)(F)F)nc2ccccc21 stands at -1
# TbREL1 inh with CCOc1ccc(C(=O)CCC(=O)NN2C(=O)NC3(CCCCC3)C2=O)cc1 stands at 0
# TbREL1 inh with COc1cccc(CNC(=O)C(=O)NCCC2CCCCN2S(=O)(=O)c2ccccc2)c1 (stereo not drawn) stands at 0
# TbREL1 inh with O=C1CC(c2ccccc2)CC(O)=C1C=Nc1ccc(O)cc1 (stereo not drawn) stands at 0
# TbREL1 inh with Cc1cc(C)c(C#N)c(Sc2ccc(N)cc2)n1 stands at -2
# TbREL1 inh with COc1ccc(-c2ccc([C@H]3[C@@H]4C=CCC[C@@]4(C)C(=O)N3Cc3ccccc3)c(F)c2)cc1 stands at 0

# Further records follow:
SMILES,TbREL1 inh
COc1ccc(OCC(=O)NC(=O)c2ccccc2OC)c([N+](=O)[O-])c1,-2
O=C(NCCN1CCOCC1)c1ccc(NS(=O)(=O)c2cccc([N+](=O)[O-])c2)cc1,1
Cc1cccc(C2=NN(c3ccc(Br)cc3)[C@@H](C(=O)N3CCOC3=O)[C@@H]2c2ccc([N+](=O)[O-])cc2)c1,1
COc1ccc(-c2nnn(CC(=O)N(CCCO)C(C(=O)NC3CCCC3)c3ccncc3)n2)cc1 (stereo not drawn),-3
CN(Cc1ccccc1)C(=O)OCc1cn(Cc2cccc(F)c2)nn1,0
CCOC(=O)[C@@H]1[C@H]2COc3ccc(Br)cc3[C@H]2N2C(=O)N(c3ccc(F)cc3)C(=O)[C@]12C,0
C=CC(=O)NC1CCCCN(CCC)C1=O (stereo not drawn),0
CCOc1ccc(C(C(=O)NC2CCCCC2)N(C(=O)c2csnn2)C2CC2)cc1 (stereo not drawn),-2
CSc1ncnc2c1cnn2-c1ccc(C)cc1C,-1
O=C(NCc1cccc(Cl)c1)C1Cc2c(-c3cccc(F)c3)ccnc2O1 (stereo not drawn),-2
CC1(C)CC(NC(=O)C2CCN(S(=O)(=O)c3ccccc3C(F)(F)F)CC2)CC(C)(C)N1,0
O=C(Nc1ccc2c(c1)OCO2)c1ccccc1,3
COC(=O)N/N=C(C)/C=C/c1ccccc1,2
O=C(Nc1cccc(F)c1)/C(=C\c1cccnc1)NC(=O)c1cccs1,2
O=C(NCCCc1ccccc1)c1cccc(NC(=O)C2CC2)c1,2
O=C(CSc1oc(-c2cccs2)nc1S(=O)(=O)c1ccccc1)NC1CCCCC1,-4
O=C(Nc1nc2ccccc2s1)Nc1ccc(F)cc1F,3
CCOC(=O)[C@]12CCC=C1N(Cc1ccccc1)C(=O)[C@H](CC(=O)N1CCOCC1)C2,3
CC(C)c1ccc(NC(=O)C2CCN(S(C)(=O)=O)CC2)cc1,-4
COc1ccc(C(=O)N2CCN(C(C)=O)CC2)cc1S(=O)(=O)NCc1ccc(Cl)cc1,-1
O=C(CN1C(=O)NC2(CCCC2)C1=O)Nc1ccc(F)c(F)c1F,6
Cc1ccc(NC(=O)CCC(=O)NNS(=O)(=O)c2ccc(Cl)cc2)cc1C,2

# As a short view, 2 of the compounds above.
SMILES,TbREL1 inh
COc1ccc(OCC(=O)NC(=O)c2ccccc2OC)c([N+](=O)[O-])c1,-2
O=C(NCCN1CCOCC1)c1ccc(NS(=O)(=O)c2cccc([N+](=O)[O-])c2)cc1,1
